# Screening data as filed in PubChem BioAssay.
# Pf gametocyte: late stage P. falciparum gametocyte viability inhibitors, primary screen, ATP luminescence, HTS; P. falciparum stage V gametocytes, 24 h; inhibition, % at 10.9 µM; actives 0.065% (n = 150,000); AID 743093, 2013;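 active = inhibition above the mean plus 3 SD of compounds within the control limits, set per campaign, cut at about 38% in these data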;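 note: 0% = DMSO wells and 100% = medium only without gametocytes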
# HRas wt GTP: modulators of GTP binding to HRas wildtype, primary screen, biochemical, bead-based flow cytometry, multiplex | GTPase HRas (Homo sapiens), P01112 | GST-Ras wt beads, Bodipy-FL-GTP binding; actives lie on both sides | GTP binding activity, % at 10 µM | actives 0.14% (n = 190,000);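 active = GTP binding activity at least 20% away from the 100% baseline, either lowered as inhibitor or raised as activator; inconclusive = flagged as likely green fluorescent, judged across all proteins in the well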;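 note: 0% = unlabeled GTP competition control and 100% = no-compound control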
# Target sequence (P01112 whole entry, looked up): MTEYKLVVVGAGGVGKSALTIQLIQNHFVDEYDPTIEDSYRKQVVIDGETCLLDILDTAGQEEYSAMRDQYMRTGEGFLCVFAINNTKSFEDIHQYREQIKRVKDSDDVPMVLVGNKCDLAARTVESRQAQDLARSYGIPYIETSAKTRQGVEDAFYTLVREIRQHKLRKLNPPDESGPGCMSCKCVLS
# Mcl1-Bid inh: Mcl-1/Bid binding inhibitors, primary screen, biochemical, TR-FRET, 1536-well | actives 0.97% (n = 220,000) | TR-FRET Mcl-1/Bid-Dy647 peptide binding | Induced myeloid leukemia cell differentiation protein Mcl-1 (Homo sapiens), Q07820 | inhibition, % at 21.7 µM;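 active = compounds that cut the binding signal by more than half at the single screening dose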;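 note: His-tagged Mcl-1 with europium anti-His antibody binding Bid BH3 peptide; 0% = Mcl-1 plus peptide wells and 100% = peptide-only wells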
# Target sequence (Q07820 whole entry, looked up): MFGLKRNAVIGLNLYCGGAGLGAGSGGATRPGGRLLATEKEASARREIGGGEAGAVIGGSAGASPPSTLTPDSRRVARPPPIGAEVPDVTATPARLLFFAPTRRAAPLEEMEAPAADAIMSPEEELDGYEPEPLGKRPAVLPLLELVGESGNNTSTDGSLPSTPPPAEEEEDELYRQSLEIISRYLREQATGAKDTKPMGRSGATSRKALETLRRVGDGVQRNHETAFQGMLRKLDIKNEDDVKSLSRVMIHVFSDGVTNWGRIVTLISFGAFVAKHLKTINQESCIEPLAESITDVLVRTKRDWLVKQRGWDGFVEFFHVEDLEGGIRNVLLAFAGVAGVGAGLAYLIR
# Cdc42 wt: modulators of GTP binding to wildtype Cdc42, primary screen, biochemical, multiplex bead flow cytometry, Bodipy-GTP; actives 0.2% (n = 190,000); GST-Cdc42 beads; actives lie on both sides; percent activity (GTP binding), % at 10 µM;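 active = percent activity GTP binding at least 20 points away from the 100% baseline, either down as inhibitor or up as activator; inconclusive = compound flagged as likely green fluorescent from well-wide comparison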;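 note: median bead fluorescence of bound Bodipy-FL-GTP at 100 nM; 0% = excess unlabeled GTP control and 100% = no compound control; below 100% means less GTP binding so inhibitor and above means activator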
# Target sequence (P60953 whole entry, looked up): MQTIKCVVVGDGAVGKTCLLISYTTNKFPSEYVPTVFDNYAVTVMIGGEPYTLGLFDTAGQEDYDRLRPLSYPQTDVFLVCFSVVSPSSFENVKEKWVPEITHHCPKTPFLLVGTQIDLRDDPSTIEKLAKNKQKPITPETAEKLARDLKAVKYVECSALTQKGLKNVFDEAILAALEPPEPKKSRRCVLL
# Rab2A wt mod: modulators of GTP binding to Rab2A wildtype, primary screen, biochemical, dog, bead-based flow cytometry, multiplex; GTP binding activity, % at 10 µM; AID 760, 2007; GST-Rab2 wt beads, Bodipy-GTP binding; actives 0.19% (n = 190,000);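 active = GTP binding activity at least 20 points away from 100%, either lowered or raised; inconclusive = signal likely due to the compound's own green fluorescence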;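 note: 0% = beads with excess unlabeled GTP and 100% = no-compound control corrected for plate trend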
# Bim-Mcl-1: inhibitors of Bim peptide binding to Mcl-1, primary screen, biochemical, bead-based flow cytometry, multiplex; Induced myeloid leukemia cell differentiation protein Mcl-1 (Homo sapiens), Q07820; actives 0.1% (n = 190,000); Bim peptide-Mcl-1 binding; inhibition, % at 10 µM; in the data active = inhibition above about 40%;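 note: 0% = no compound tracer wells and 100% = peptide blocker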
# Mcl1-Noxa inh: Mcl-1/Noxa binding inhibitors, primary screen, biochemical, TR-FRET, 1536-well; Induced myeloid leukemia cell differentiation protein Mcl-1 (Homo sapiens), Q07820; inhibition, % at 21.7 µM; AID 1022, 2008; actives 1.5% (n = 220,000); TR-FRET Mcl-1/Noxa peptide binding, 2 h;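 active = compounds that cut the protein-peptide binding signal by more than 50% relative to plate controls in a single-dose test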;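 note: His-tagged Mcl-1 with rhodamine Noxa BH3 peptide and terbium anti-His antibody; 0% = Mcl-1 plus Noxa peptide wells and 100% = peptide-only wells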
# Avidin bead fluor: green autofluorescence of compounds with avidin beads – biophysical, 488/530 nm, flow cytometry, artefact control, profiling panel; compound fluorescence 488/530 nm; active compounds read high; fluorescence (KMESF) at 10 µM; actives 0.38% (n = 220,000); in the data active = fluorescence above about 47; note: inactives centre near 10
# Rac1 mut GTP: GTP binding modulators of activated mutant Rac1, primary screen, biochemical, bead-based flow cytometry, multiplex, fluorescent GTP. Ras-related C3 botulinum toxin substrate 1 (Homo sapiens), P63000. percent activity (GTP binding), % at 10 µM. actives 0.11% (n = 190,000). GST-Rac1 activated beads; actives lie on both sides; 100% means binding = to untreated wells;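 active = GTP binding at least 20 percentage points away from the 100% baseline, in either direction, so actives lie on both sides; inconclusive = Compound likely fluorescent itself, or too few beads counted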
# Rac1 wt modul: wildtype Rac1 GTP binding modulators, primary screen, biochemical, GST-Rac1 beads, flow cytometry, multiplex; fluorescent GTP binding; actives lie on both sides; 0 = cold GTP competed, 100 = untreated; GTP binding activity (% of control), % at 10 µM; actives 0.27% (n = 190,000); Ras-related C3 botulinum toxin substrate 1 (Homo sapiens), P63000; AID 757, 2007;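 active = GTP binding activity at least 20 points away from the 100% control level, either lower or higher; inconclusive = compound flagged as likely green fluorescent, judged across all proteins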
# Rab7 wt modul: modulators of GTP binding to Rab7, primary screen, biochemical, wildtype, multiplex bead flow cytometry. Rab7 GTPase wild type (dog), Bodipy-FL-GTP binding. GST-Rab7 beads, fluorescent GTP binding; actives lie on both sides; untreated = 100%, excess cold GTP = 0%. GTP binding activity (percent of control), % at 10 µM. actives 0.055% (n = 190,000). AID 758, 2007;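 active = fluorescent GTP binding to Rab7 beads changed by at least 20 points from the 100% baseline, either direction, mostly lower; inconclusive = compound itself probably fluorescent, or too few beads counted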;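 note: median green fluorescence of bound Bodipy-FL-GTP per Rab7 bead population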
# * = called active by the depositor; ? = inconclusive; . = no result given. Not a hit list; about 2.7% have a hit in one of these screens.
SMILES,Pf gametocyte,HRas wt GTP,Mcl1-Bid inh,Cdc42 wt,Rab2A wt mod,Bim-Mcl-1,Mcl1-Noxa inh,Avidin bead fluor,Rac1 mut GTP,Rac1 wt modul,Rab7 wt modul
CCN1C(=O)N(CC)C2C1N(CO)C(=O)N2CO (centres undefined),.,101,-10,99,99,0,13,23,94,98,106
O=C(Nc1ccc(C(=O)O)cc1)/C(=C\c1ccc2c(c1)OCO2)NC(=O)c1ccco1,-7,101,14,100,101,-5,11,7,98,98,106
O=C(Nc1ccccc1F)C(=Cc1sc(N2CCOCC2)nc1-c1ccccc1)C(=O)Nc1ccccc1F,.,100,2,99,100,-8,7,12,102,101,101
Cc1nc(-c2cccc(NS(=O)(=O)c3cccc4ccccc34)c2)cs1,.,95,15,97,96,0,24,9,94,97,94
Cc1ccccc1C(=O)Nc1ccccc1-c1nnn(CC(=O)Nc2ccc3c(c2)OCCO3)n1,10,104,-31,103,103,-4,-14,15,100,107,106
COc1ccc(N/C=C2/Sc3ccccc3NC2=O)cc1,-13,98,-51,99,99,-3,24,9,96,98,104
CC(=O)c1ccc(N2CCN(C(=O)CCCc3nc4ccccc4s3)CC2)cc1,-9,101,-6,103,99,-1,-1,14,99,103,102
COc1ccccc1/C=C/C(=O)c1ccc(Cl)cc1,.,102,0,106,103,-3,1,13,101,109,102
O=C(NC(=S)Nc1ccc2cn[nH]c2c1)c1ccccc1,9,97,-22,95,100,-1,19,11,95,97,108
COc1ccccc1CNC(=O)COC(=O)c1ccc(S(=O)(=O)N2CCCC2)cc1,19,?,-27,?,?,2,-6,8,?,?,?

# Compound profiles, from the list above. Order of screens: Pf gametocyte, HRas wt GTP, Mcl1-Bid inh, Cdc42 wt, Rab2A wt mod, Bim-Mcl-1, Mcl1-Noxa inh, Avidin bead fluor, Rac1 mut GTP, Rac1 wt modul, Rab7 wt modul
# Shown for COc1ccccc1CNC(=O)COC(=O)c1ccc(S(=O)(=O)N2CCCC2)cc1 = 19, ?, -27, ?, ?, 2, -6, 8, ?, ?, ?
# Shown for COc1ccccc1/C=C/C(=O)c1ccc(Cl)cc1 = ., 102, 0, 106, 103, -3, 1, 13, 101, 109, 102
# Shown for Cc1nc(-c2cccc(NS(=O)(=O)c3cccc4ccccc34)c2)cs1 = ., 95, 15, 97, 96, 0, 24, 9, 94, 97, 94
# Shown for COc1ccc(N/C=C2/Sc3ccccc3NC2=O)cc1 = -13, 98, -51, 99, 99, -3, 24, 9, 96, 98, 104
# Shown for O=C(Nc1ccc(C(=O)O)cc1)/C(=C\c1ccc2c(c1)OCO2)NC(=O)c1ccco1 = -7, 101, 14, 100, 101, -5, 11, 7, 98, 98, 106

# The listing picks up with the two entries that preceded the break.
SMILES,Pf gametocyte,HRas wt GTP,Mcl1-Bid inh,Cdc42 wt,Rab2A wt mod,Bim-Mcl-1,Mcl1-Noxa inh,Avidin bead fluor,Rac1 mut GTP,Rac1 wt modul,Rab7 wt modul
O=C(NC(=S)Nc1ccc2cn[nH]c2c1)c1ccccc1,9,97,-22,95,100,-1,19,11,95,97,108
COc1ccccc1CNC(=O)COC(=O)c1ccc(S(=O)(=O)N2CCCC2)cc1,19,?,-27,?,?,2,-6,8,?,?,?
COc1ccc(NC(=O)c2[nH]ncc2[N+](=O)[O-])cc1,7,97,80*,96,95,1,5,11,98,99,94
Cc1nn(-c2ccccc2)c(C)c1C(=O)OCC(=O)NC(=O)NC1CCCC1,.,92,-2,89,93,-3,4,20,92,90,92
COc1ccc(NC(=O)CS(=O)CC(=O)NCc2cccc(C(F)(F)F)c2)cc1 (centres undefined),.,101,-3,99,103,2,8,10,97,102,106
CCCCCC(=O)NNC(=S)NC(=O)c1ccc([N+](=O)[O-])cc1,-5,98,-61,94,96,-1,-30,23,90,99,105
Cc1ccc(C(=O)NCc2nnc(SCC(=O)NC(C)c3ccccc3)n2C)cc1 (centres undefined),9,95,-5,97,95,-1,-2,11,96,100,94
CC1CN(c2oc(-c3ccco3)nc2S(=O)(=O)c2ccccc2)CC(C)O1 (centres undefined),21,99,-9,101,100,0,-1,37,97,102,102
CC(C(=O)NCc1ccccc1)N1C(=O)C2CC=C(Cl)CC2C1=O (centres undefined),-22,100,-37,97,96,-3,5,14,93,97,102
CN(C)CCN1C(=O)C(O)=C(C(=O)c2ccco2)C1c1ccccc1F (centres undefined),21,101,-26,104,102,-2,-8,17,100,104,101
COc1ccc(C2CC(c3cccc(C)c3)n3nc(N)nc3N2)cc1 (centres undefined),.,97,-26,101,98,0,9,6,96,97,97
Cc1onc(-c2ccccc2Cl)c1C(=O)N1CCc2ccccc21,12,104,-25,105,103,-3,-7,10,103,109,102
Cn1nnnc1SCCNCC#Cc1ccccc1,14,100,0,97,99,0,15,19,100,98,98
COc1ccccc1CNC(=O)c1ccc(OC(F)F)c(OC)c1,-7,100,-13,102,99,1,12,10,97,102,97
COc1cc(-c2nnc(SCC(=O)c3ccccc3)o2)cc(OC)c1OC,4,102,-9,105,102,-9,10,12,99,103,97
CC(c1ccccc1C(O)c1ccccc1)N(C)C (centres undefined),18,100,-3,100,100,2,0,32,97,101,99
COCCN1Cc2cccc(C(=O)NC3CCCCCC3)c2C1=O,-21,102,0,104,100,-6,11,13,101,106,99
Cc1sc(NC(=O)c2ccco2)c(C(Nc2ccccn2)c2ccccc2)c1C (centres undefined),-8,98,-14,98,100,-2,3,14,99,104,100
Cn1cnnc1Sc1ccc(C(=O)OCC(=O)Nc2cc(Cl)cc(Cl)c2)cc1[N+](=O)[O-],.,96,-48,95,96,-4,25,17,96,98,97
CCn1c(Cc2ccccc2)nnc1SCC(=O)Nc1cc(C)on1,.,96,9,97,97,-1,-12,14,96,99,96
Cc1cc(NS(=O)(=O)c2ccc(NC(=O)CCc3ccccc3)cc2)no1,.,97,20,99,96,-1,17,5,99,108,95
COc1cc2nc(=S)n(CCCN3CCOCC3)c(N)c2cc1OC,.,?,-29,?,?,14,41,14,?,?,?
Cc1ccc(Oc2ncnc(N)c2[N+](=O)[O-])cc1,29,101,1,97,97,2,1,25,95,97,107
COc1ccc(N2C(=O)NC3CC2(C)Oc2ccc(Cl)cc23)cc1OC (centres undefined),-12,104,-16,105,104,-7,-2,5,103,109,101
CCOc1ccc(NC(=O)CCC(=O)OC)cc1,1,99,2,100,98,0,-3,3,98,101,96
Cc1ccc(C)c(-c2cc(C(=O)NCc3cccs3)c3ccccc3n2)c1,.,99,-11,99,93,0,11,.,95,99,93
CN(C)CC(C)(C)CNC(C(=O)Nc1ccc(Cl)cc1C(F)(F)F)c1ccccc1 (centres undefined),.,97,-3,95,95,0,-10,10,94,98,93
CC(C)CCC1CC(CSC(=N)N)OC1=O (centres undefined),-49,102,-29,100,101,-4,12,10,96,102,104
CCCc1nnc(SCC(=O)N2CCCC2)n1Cc1ccco1,11,97,-26,96,98,-1,11,15,94,96,101
COCCNC(=S)Nc1cccc2cnccc12,3,94,-35,95,95,1,12,8,96,94,90
COc1ccc2nc3sc(C(=O)NCc4cccs4)c(N)c3cc2c1,1,99,-13,99,98,-3,38,10,101,98,96
CNc1oc(-c2ccc(Cl)cc2)nc1C#N,.,91,-41,92,92,-2,-15,5,92,90,90
Cc1ccccc1C(=O)NC(NC(=O)c1ccccc1C)c1cccc([N+](=O)[O-])c1,-13,99,1,102,100,-5,-12,14,100,103,102
CN1CC=C2C(C#N)=C(N)C(C#N)(C#N)C(c3cccc(Cl)c3Cl)C2C1 (centres undefined),.,96,-15,96,93,0,9,32,94,94,95
O=C(NCc1ccccc1)C1=C[C@H](c2ccc3c(c2)OCO3)C[C@H](OCCCCO)O1,.,95,-9,92,95,0,2,5,97,95,93
O=C(NC1CCCc2ccccc21)C1CCCO1 (centres undefined),.,102,4,105,101,0,-2,8,98,103,99
O=C(COC(=O)CCS(=O)(=O)c1ccc(Cl)cc1)NCCc1ccccc1,-5,98,-9,100,98,-5,8,12,99,99,94
Cc1ccc(OCc2nn3c(-c4ccco4)nnc3s2)cc1,15,?,-15,?,?,2,15,9,?,?,?
CCN(CC)S(=O)(=O)c1cccc(NC(=O)COc2ncnc3sccc23)c1,.,97,-16,96,97,-2,18,10,93,96,95
COCCCN1C(=O)C(=O)/C(=C(/O)c2ccc3c(c2)OCCO3)C1c1ccc(C(=O)OC)cc1 (centres undefined),.,96,-35,94,100,-4,-2,15,100,98,101
C=CCN1C(=O)C(CC(=O)Nc2ccc(OC)cc2)SC1=Nc1ccc(S(N)(=O)=O)cc1 (centres undefined),12,99,-25,99,96,33,6,6,97,103,97
CC1CN(CCOc2ccc([N+](=O)[O-])cc2)CC(C)O1 (centres undefined),0,103,31,101,101,-4,12,15,103,103,97
COc1cc(CNC(C)(C)CO)cc(Br)c1OCc1ccc(Cl)cc1,2,103,-23,99,99,-1,3,12,101,104,100
OCC1(CO)COC(c2ccccc2)=N1,4,100,-19,99,101,1,6,9,100,100,108
CCCNc1nc2c(c(=O)[nH]c(=O)n2C)n1CCCc1ccccc1,.,102,-5,104,101,10,8,12,99,105,102
OCC1(Cc2ccc(Cl)cc2)CCN(Cc2ccccc2F)CC1,6,97,-1,96,96,-3,-2,2,94,100,96
Cc1nnc(SCC(=O)Nc2c(C)n(C)n(-c3ccccc3)c2=O)n1Cc1ccccc1,14,96,-21,99,94,0,0,8,95,98,96
Cc1cnc(C(=O)OCC(=O)N(Cc2ccccc2)C(C)C)cn1,-11,98,-4,100,98,-5,15,22,97,99,96
